CHX counter: affects cycloheximide protein synthesis inhibition readout, counter-screen; cell reporter, cycloheximide protein synthesis inhibition counterscreen; max response, %; hit rate 12% among 300,000; in the data active = max response mostly above about 13%, no sharp cut-off; inactive = mostly below about 14%; note: read at 38.3 µM for the half of the compounds with a filed dose; 0% is about no effect
HCMV inh: human cytomegalovirus inhibition; activity change, negative = inhibition, % at 57.5 µM; hit rate 4.5% among 410,000; AID 1259415; HFF cells, HCMV-luciferase reporter, 72 h; stronger effect = lower value; in the data active = activity change below about -60%; inconclusive = no clear call, values can overlap the other calls; inactive = above about -39%; note: % is set by controls: 0 for no effect and ±100 for the full control effect
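Screen run at 2 compound doses on HFFs infected with reporter HCMV, MOI 1 PFU/cell. Luciferase activity from cell lysates at 72 h post infection gave inhibition relative to buffer-only and Salinomycin wells.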
AmpC no deterg: blocks E. coli AmpC beta-lactamase in detergent-free assay | hit rate 0.52% among 330,000 | Potency, µM (highest dose often 57.1 µM), without a hit: at the top dose activity change, negative = inhibition, most hits filed as inhibitors | AmpC nitrocefin hydrolysis, absorbance 480 nm, 0.0001% Triton;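 note: potency is the fitted concentration of half-maximal effect; plate controls were no compound for no effect and no enzyme for full effect; nearly all actives have a fitted effect of over 20% in size; some results filed as inactive show a strong effect at the top dose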
Target sequence (P00811 whole entry, looked up): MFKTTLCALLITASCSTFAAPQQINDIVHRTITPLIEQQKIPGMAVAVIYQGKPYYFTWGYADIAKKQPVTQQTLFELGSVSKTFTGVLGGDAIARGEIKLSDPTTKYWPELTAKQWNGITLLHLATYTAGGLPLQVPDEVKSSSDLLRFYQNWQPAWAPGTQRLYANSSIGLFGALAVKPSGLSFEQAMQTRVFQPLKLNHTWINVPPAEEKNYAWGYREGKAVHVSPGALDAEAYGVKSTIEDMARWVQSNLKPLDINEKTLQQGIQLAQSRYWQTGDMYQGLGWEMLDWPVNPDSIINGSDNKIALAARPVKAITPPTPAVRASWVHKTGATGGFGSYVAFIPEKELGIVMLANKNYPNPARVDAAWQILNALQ
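20 mM phosphate pH 7.0 + 0.01% (detergent screen) or 0.0001% Triton X-100; 5.3 nM AmpC reagent; cpd preinc 15 min RT; nitrocefin (800 uM stock) to start; A480 q20 s × 4 min; Activity was normalised to no-enzyme and no-compound control wells.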
AmpC inh detg: inhibitors of E. coli AmpC beta-lactamase with detergent; Potency, µM (doses to about 114 µM), without a hit: at the highest dose activity change, negative = inhibition, actives largely listed as inhibitors; AID 485294; hit rate 0.041% among 370,000; P00811; AmpC hydrolysis of nitrocefin, absorbance 480 nm, 0.01% Triton;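 note: potency is the fitted concentration of half-maximal effect; 0% = no-compound wells and -100% = no-enzyme wells; nearly all actives have a fitted effect of over 25% in size; some results filed as inactive show a strong effect at the top dose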
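20 mM phosphate pH 7.0 + 0.01% (detergent screen) or 0.0001% Triton X-100; 5.3 nM AmpC reagent; cpd preinc 15 min RT; nitrocefin (800 uM stock) to start; A480 q20 s × 4 min; Activity was normalised to no-enzyme and no-compound control wells.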
AMA1-RON2 inh: AMA1-RON2 (P. falciparum) interaction inhibition | AlphaScreen AMA1-biotinylated RON2 peptide binding | Potency, µM (titrated, usually from 58.2 µM), for the others: at the top dose activity change, negative = inhibition, hits mostly inhibitors | hit rate 0.2% among 360,000 | AID 720542;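 note: potency is the fitted concentration of half-maximal effect; 0% = vehicle wells and -100% = peptide control; nearly all actives have a fitted effect of over 45% in size; some results filed as inactive show a strong effect at the top dose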
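AMA1 (3D7) with his tag at 25 nM final met compounds first, then biotinylated RON2 peptide at 25 nM; detection used donor plus acceptor beads, 10 µg/mL apiece, read by AlphaScreen after 30 min at room temperature.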
FBPA Giardia inh: Giardia lamblia aldolase inhibition; purified Giardia FBPA; hit rate 0.71% among 290,000; A8B2U2; Potency, µM (titrated, usually from 59.6 µM), for inactives: at the top dose activity, negative = inhibition, hits mostly inhibitors; note: potency is the fitted concentration of half-maximal effect; % is set by controls: 0 for no effect and ±100 for the full control effect; nearly all actives have a fitted effect of over 55% in size
Target sequence (A8B2U2 whole entry, looked up): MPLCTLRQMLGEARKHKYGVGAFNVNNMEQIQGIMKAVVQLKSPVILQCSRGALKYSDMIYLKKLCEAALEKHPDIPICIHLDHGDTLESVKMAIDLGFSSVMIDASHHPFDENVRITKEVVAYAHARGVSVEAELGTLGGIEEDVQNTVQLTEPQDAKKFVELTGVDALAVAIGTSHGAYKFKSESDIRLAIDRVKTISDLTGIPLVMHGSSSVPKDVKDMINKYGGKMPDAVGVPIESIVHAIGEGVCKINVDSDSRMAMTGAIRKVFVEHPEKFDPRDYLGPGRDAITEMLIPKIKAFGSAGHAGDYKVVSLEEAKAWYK
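40 nM FBPA preincubated 10 min at RT with compound (up to 57.5 uM final), then substrate plus GAPDH/TPI/NAD/arsenate coupling and diaphorase/resazurin added. Fluorescence read after 20 min at RT, 525/598 nm.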
Shiga inhibitor: blocks Shiga toxin action in Vero cells; Vero cells, Shiga toxin protein synthesis inhibition reporter; inhibition, % at 38.7 µM; hit rate 9.2% among 290,000; AID 2315; in the data active = inhibition mostly above about 28%, no sharp cut-off; inactive = mostly below about 43%; note: 0% is about no effect
Starred values were filed as active, the others as inactive; ? = inconclusive; . = not tested or not shown; [ ] = remark or other dose. Unless noted, calls come from the whole dose curve; as a rule, active = well fitted curve in the direction sought with a large enough effect; inconclusive = small, poorly fitted or top-dose-only effect, or another doubt; inactive = no such curve, though single readings can be large; an effect the other way counts as inactive or inconclusive. This is a random part of the collection. Share with any hit: about 16%.

Compound,CHX counter,HCMV inh,AmpC no deterg,AmpC inh detg,AMA1-RON2 inh,FBPA Giardia inh,Shiga inhibitor
COc1ccc(OCC(=O)N2CCN(C(=O)c3cccc4ccccc34)CC2)cc1,-1,0,61%[activator],-16%,-14%,-4%,-13
COc1ccc(C(=O)NCc2ccccn2)cc1[N+](=O)[O-],1,-18,-22%,2%,8%,3%,-1
Cc1onc(-c2c(F)cccc2Cl)c1C(=O)NCCN1CCNC1=O,-2,15,-18%,6%,12%,0%,16
Cc1ccc(NC2CCCN(C(=O)c3snnc3C)C2)cc1C (stereo not drawn),7,28,17%,-3%,-9%,.,9
CCCn1c(SCC(=O)c2cc(C)n(-c3cc(C)on3)c2C)n[nH]c1=O,.,-35,115%[activator],?,11%,.,.
CCCOCCc1nnc(N)s1,4,-11,-15%,?,-17%,0%,-11
COc1ccc(C(=O)N2CCN(C(=O)c3ccco3)CC2)cc1OC,2,32,-11%,2%,7%,8%,-10
Cc1cc(C)n(CCNC(=O)c2cc(COc3ccc(F)cc3Cl)on2)n1,4,10,89%[activator],-1%,5%,0%,3
Cn1cc(C(=O)NC2C3CC4CC(C3)CC2C4)cn1 (stereo not drawn),-4,127,-52%,-13%,-13%,0%,-3
CC(Oc1ccc(F)cc1)C(=O)Nc1cc(S(=O)(=O)N2CCOCC2)ccc1N1CCN(C)CC1 (stereo not drawn),.,-18,142%[activator],0%,0%,.,.
O=C(Nc1ccccc1N1CCN(C(=O)c2ccccc2)CC1)c1ccccc1Cl,1,-38,25%,-14%,-6%,1%,-1
CCNC(=O)C(=O)Nc1ccc([N+](=O)[O-])cc1,5,18,-11%,-8%,6%,2%,-1

Next section
Compound,CHX counter,HCMV inh,AmpC no deterg,AmpC inh detg,AMA1-RON2 inh,FBPA Giardia inh,Shiga inhibitor
COc1ccccc1N1C(=O)c2ccc(C(=O)Nc3nccs3)cc2C1=O,20,-28,-23%,3%,52%[activator],-3%,29
CC(C)NCC(O)COc1ccc(Br)cc1 (stereo not drawn),-3,12,-1%,-2%,16%,-1%,25
O=C(CSC(=S)N1CCCCC1)c1ccccc1,23*,?,-36%,-12%,-7%,0%,35
O=C(COC(=O)c1ccncc1)Nc1ccccc1,21*,61,0%,4%,-6%,2%,59
CCOC(=O)C1CCN(C/C=C/c2ccccc2)CC1,-1,-26,-1%,?,-12%,?,-6
CCC(C)Oc1ccc(/C=C/c2[nH]c(=O)[nH]c(=O)c2[N+](=O)[O-])cc1OC (stereo not drawn),2,?,0%,-1%,1%,15%,-4
CCN(CC)CCCNC(=O)/C(=C\c1cccn1C)NC(=O)c1cccs1,-1,?,-4%,8%,10%,-27%,3
COCCN(C(=O)c1cc(Cl)ccn1)c1c(N)n(Cc2ccccc2)c(=O)[nH]c1=O,.,-5,-4%,?,102%[activator][11.6 µM],.,.
CC12CCC(=O)N1C(C(=O)OCC(=O)Nc1cccc(Br)c1)CS2 (stereo not drawn),1,144,10%,-8%,-6%,1%,-21
CC1CCCCN1C(=O)COc1ccc(NC(=O)c2ccco2)cc1 (stereo not drawn),3,-20,-2%,-11%,-7%,-3%,39
CCCCOc1ccc(-c2nc(=S)[nH][nH]2)cc1,-2,37,-35%,-3%,74%[activator],29%,-3
COc1ccc(NC(=O)COC(=O)c2ccc3ccccc3n2)cc1OC,.,-6,-12%,.,-6%,.,.

Grouped by structure, the compounds so far with fluorine.
Compound,CHX counter,HCMV inh,AmpC no deterg,AmpC inh detg,AMA1-RON2 inh,FBPA Giardia inh,Shiga inhibitor
Cc1onc(-c2c(F)cccc2Cl)c1C(=O)NCCN1CCNC1=O,-2,15,-18%,6%,12%,0%,16
Cc1cc(C)n(CCNC(=O)c2cc(COc3ccc(F)cc3Cl)on2)n1,4,10,89%[activator],-1%,5%,0%,3
CC(Oc1ccc(F)cc1)C(=O)Nc1cc(S(=O)(=O)N2CCOCC2)ccc1N1CCN(C)CC1 (stereo not drawn),.,-18,142%[activator],0%,0%,.,.

Next section
Compound,CHX counter,HCMV inh,AmpC no deterg,AmpC inh detg,AMA1-RON2 inh,FBPA Giardia inh,Shiga inhibitor
O=C(CSCC(=O)Nc1cccc([N+](=O)[O-])c1)Nc1ccccc1,7,35,-27%,0%,0%,-1%,7
CCOc1ccccc1NC(=O)CCCc1ccc(OC)c(C)c1,6,-12,-3%,4%,42%[activator],-10%,7
CCOc1cc(S(=O)(=O)N2CCOCC2)ccc1F,-2,-8,-6%,-18%,-4%,5%,-8
COc1ccc(-c2cc(C(=O)N/N=C/c3cccnc3)c3cc(C)cc(C)c3n2)cc1,10,?,-16%,-14%,-7%,3%,9
CN(C)C(=O)NC1c2ccccc2-c2ccccc21,-2,-31,5%,-12%,-5%,-7%,3
CCN(CC(=O)Nc1cc(Cl)ccc1C)C(=O)CN1C(=O)NC(CC)(c2ccccc2)C1=O (stereo not drawn),.,-17,61%[activator],0%,1%,.,.
O=C(OCC(=O)c1ccc([N+](=O)[O-])cc1)/C(=C\c1ccc(Cl)cc1)NC(=O)c1ccccc1,-3,-16,?,-10%,-1%,-5%,-12
COc1ccc(NS(=O)(=O)c2cccc(C(=O)NNC(=O)CN3C(=O)NC(C)(C)C3=O)c2)cc1,.,5,-17%,-6%,39%[activator],.,.
COC(=O)c1scc(C)c1NC(=O)CC1NCCNC1=O (stereo not drawn),6,47,11%,-1%,93%[activator],2%,-5
Cc1ccc(CN(CC(=O)NCC2CCCO2)S(=O)(=O)c2ccc(C)cc2)cc1 (stereo not drawn),-2,-23,127%[activator],-9%,4%,2%,-7
COc1ccc(S(=O)(=O)NCc2cccnc2)cc1C(=O)N1CCCCC1,-2,1,2%,-8%,-4%,-5%,-3
Cc1cnc(NC(=O)c2cccc(S(=O)(=O)N3CC(C)OC(C)C3)c2)s1 (stereo not drawn),11,-23,47%,-4%,77%[activator],-14%,11

Other records follow.
Compound,CHX counter,HCMV inh,AmpC no deterg,AmpC inh detg,AMA1-RON2 inh,FBPA Giardia inh,Shiga inhibitor
COC(=O)C1=C(C)NC(=O)/C1=C\N(C)C,-4,?,-15%,-7%,8%,-26%,-3
CC(=O)/C(=N\Nc1ccc(C)cc1)Sc1nncn1C,1,14,-56%,?,20%,3.5µM*,6
Fc1ccc(Nc2nc(N3CCOCC3)nc(N3CCOCC3)n2)cc1,-11,0,17%,-3%,3%,.,-2
Cc1ccc2c(c1)cc(CN(C(=O)N1CCOCC1)C1CCCC1)c1nnnn12,-2,?,-11%,-5%,7%,7%,1
CN(CC(=O)Nc1ccccc1Cl)C(=O)COC(=O)c1cc(S(=O)(=O)N(C)C)ccc1N1CCCC1,.,-16,84%[activator],3%,-8%,.,.
COc1ccc(C(=O)NC(=S)Nc2cc(C)ccn2)cc1[N+](=O)[O-],7,89,-10%,-10%,63%[activator],?,-8
CC(=O)N1c2ccccc2C(C)CC12CCCCC2 (stereo not drawn),-5,-21,-4%,-2%,9%,-5%,-40
Cc1cccc(NC(=O)c2ccc(COc3ccc4ccccc4c3)o2)n1,14,29,-21%,-2%,-1%,-11%,11
Cc1ccc(C)c(OCC(=O)Nc2ccc(N3CCOCC3)cc2N2CCOCC2)c1,.,-16,37%[activator],4%,-25%,.,.
O=[N+]([O-])c1cc(N=Nc2ccc3ccccc3c2)ccc1O,13*,26,-12%,?,0%,11%,.
Cc1cc(=O)c2n(Cc3ccccc3Cl)nc[n+]2[nH]1,-1,25,11%,-7%,1%,0%,-5
O=C(O)[C@H](CO)Nc1ncnc2sc3c(c12)CCC3,-2,-7,-18%,-14%,-9%,0%,-8

More records follow.
canonical_smiles | CHX counter | HCMV inh | AmpC no deterg | AmpC inh detg | AMA1-RON2 inh | FBPA Giardia inh | Shiga inhibitor
COc1cccc(-n2cnc3sc4c(c3c2=O)CCC4)c1 | 13 | 13 | -4% | -7% | -1% | 1% | 58
COc1cc(-c2ccc3c(=O)c4ccccc4n(C)c3c2)cc(OC)c1OC | 11* | 114 | 146%[activator] | -18% | 48%[activator] | 1% | 16
CN(C)S(=O)(=O)c1cccc(COC(=O)c2ccc3c(c2)OCO3)c1 | 13 | -34 | -7% | -12% | 3% | -5% | 37
Cc1ccc(C)c(SCC(=O)NC(=O)Nc2ccc3c(c2)OCCO3)c1 | 15 | -34 | -57% | ? | 7% | 1% | -9
CN(CC(=O)Nc1nc2ccc(F)cc2s1)S(=O)(=O)c1ccc(Cl)cc1 | 23 | -14 | -41% | -3% | 9% | -3% | 30
Cc1ccc(N/C=C/C(=O)c2cccs2)cc1 | 24 | 13 | -30% | ? | -3% | -11% | 17
CCOc1cc(N2CCOCC2)c(OCC)cc1NC(=O)CN1CCSC1=O | . | -4 | -8% | 1% | ? | . | .
C=CCn1cnc2c(nnn2Cc2ccc(F)cc2)c1=O | -1 | ? | -2% | -4% | -1% | 3% | -21
Cc1ccc(NC(=O)c2ccc(NS(=O)(=O)c3c(C)noc3C)cc2)cc1C | -4 | 17 | -51% | -10% | 4% | 11% | -9
COCC(N)(c1ccccc1)c1nc2ccccc2n1C (stereo not drawn) | 1 | 24 | -9% | ? | 20% | 12% | -3
Cc1ccc(NC(=O)CN(C)C2CCCCC2)cc1Cl | 5 | ? | 31% | -5% | -17% | 20µM* | -1
COc1ccccc1Nc1ncc(C(=O)N2CCC(C(N)=O)CC2)c2ccccc12 | -1 | 40 | -3% | -1% | 34%[activator] | ? | -4
CCOc1ccc(-n2c(O)c(C=Nc3ccc(NC(C)=O)cc3)c(=O)[nH]c2=O)cc1 | -2 | 20 | -11% | -7% | -1% | 5% | 20

Part of the list above, field by field.
Cc1ccc(NC(=O)c2ccc(NS(=O)(=O)c3c(C)noc3C)cc2)cc1C
  CHX counter: -4; HCMV inh: 17; AmpC no deterg: -51%; AmpC inh detg: -10%; AMA1-RON2 inh: 4%; FBPA Giardia inh: 11%; Shiga inhibitor: -9
COCC(N)(c1ccccc1)c1nc2ccccc2n1C (stereo not drawn)
  CHX counter: 1; HCMV inh: 24; AmpC no deterg: -9%; AmpC inh detg: ?; AMA1-RON2 inh: 20%; FBPA Giardia inh: 12%; Shiga inhibitor: -3

Bioassay records: PubChem, National Center for Advancing Translational Sciences (NCATS)
